TDP1 cell noCPT = qHTS for Inhibitors of human tyrosyl-DNA phosphodiesterase 1 (TDP1): qHTS in cells in absence of CPT; Potency, µM (titrated, usually from 46.2 µM), for inactives: at the top dose activity change, negative = growth inhibition, most hits filed as inhibitors; DT40 Tdp1-/- hTDP1 cells, no CPT, ATP luminescence, 48 h; 15% of 420,000 active; also: nearly all actives have a fitted effect of over 55% in size
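Camptothecin absent (DMSO only). Human TDP1-complemented DT40 knockout cells, 400 cells/well, 37 °C for minimum 48 hr; ATP measured via CellTiter-Glo, 30 min dark incubation, luminescence.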
KAT2A inh = GCN5L2 (KAT2A) acetyltransferase inhibition. Potency, µM (top dose mostly 58.9 µM), for inactives: at the top dose activity change, negative = inhibition, hits mostly inhibitors. GCN5L2 HAT assay, ThioGlo1 CoA-SH fluorescence. 0.21% of 390,000 active. AID 504327. Q92830
Target sequence (Q92830 whole entry, looked up): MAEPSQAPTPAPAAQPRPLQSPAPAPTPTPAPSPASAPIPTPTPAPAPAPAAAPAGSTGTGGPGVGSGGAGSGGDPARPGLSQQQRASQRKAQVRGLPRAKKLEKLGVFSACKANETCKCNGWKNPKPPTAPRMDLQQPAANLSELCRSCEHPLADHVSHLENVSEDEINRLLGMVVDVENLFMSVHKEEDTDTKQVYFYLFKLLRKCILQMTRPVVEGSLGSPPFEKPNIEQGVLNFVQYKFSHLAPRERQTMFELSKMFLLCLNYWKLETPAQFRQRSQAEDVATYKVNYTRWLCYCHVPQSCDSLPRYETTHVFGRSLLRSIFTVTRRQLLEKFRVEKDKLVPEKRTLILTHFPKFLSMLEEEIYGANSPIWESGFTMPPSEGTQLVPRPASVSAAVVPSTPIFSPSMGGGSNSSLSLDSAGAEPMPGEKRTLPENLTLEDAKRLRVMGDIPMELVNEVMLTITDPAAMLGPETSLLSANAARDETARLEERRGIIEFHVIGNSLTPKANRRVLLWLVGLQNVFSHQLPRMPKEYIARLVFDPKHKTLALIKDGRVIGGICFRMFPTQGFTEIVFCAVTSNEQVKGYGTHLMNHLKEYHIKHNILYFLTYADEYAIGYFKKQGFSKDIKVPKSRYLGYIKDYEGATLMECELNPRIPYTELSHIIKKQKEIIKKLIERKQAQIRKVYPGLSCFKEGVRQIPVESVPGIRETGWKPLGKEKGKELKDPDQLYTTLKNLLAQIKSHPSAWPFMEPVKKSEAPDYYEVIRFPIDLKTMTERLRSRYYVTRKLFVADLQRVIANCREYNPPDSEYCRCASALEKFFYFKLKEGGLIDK
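qHTS, 1536-well. 20nM enzyme, pH 7.5 HEPES/EDTA/Tween-20 buffer; 15 min compound preinc., RT. Start: 75uM H3(1-25), 70uM AcCoA, 50uM ThioGlo1. Read Ex340/Em540 at t=0 (autofluorescence flag) and t=20 min.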
DT40 TDP1 CPT = DT40-hTDP1 cell growth loss with CPT; chicken DT40 Tdp1-/-;hTDP1 cells + 20 nM CPT, ATP luminescence, 48 h; Potency, µM (highest dose often 46.2 µM), without a hit: at the highest dose activity change, negative = growth inhibition, actives largely listed as inhibitors; 12% of 420,000 active; AID 686979; also: nearly all actives have a fitted effect of over 55% in size
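Chicken DT40 Tdp1-/- cells stably complemented with human TDP1 were seeded at 400 cells/well in medium containing 20 nM camptothecin, exposed to pin-transferred compounds, and grown at 37 °C for at least 48 hr. Viability was read as ATP luminescence.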
* = called active by the depositor; ? = inconclusive; · = no result given; & = joins results of further samples. Calls follow the shape of the dose curve; as a rule, active = well fitted curve in the direction sought with a large enough effect; inconclusive = small, poorly fitted or top-dose-only effect, or another doubt; inactive = no such curve, though single readings can be large; an effect the other way counts as inactive or inconclusive. % is scaled to controls: 0 for no effect and ±100 for the full control effect; potency is read from the fitted curve at half-maximal effect. Random draw from the library. About 18% of those tested had a hit in this group.

SMILES | TDP1 cell noCPT | KAT2A inh | DT40 TDP1 CPT
Nc1nc(N)nc(-c2cccc(Cl)c2Cl)n1 | 12% | -12% | -4%
COCCCN(C(=O)c1cc(Cl)nc2ccccc12)c1c(N)n(Cc2ccccc2)c(=O)[nH]c1=O | -4% | 2% | 8%
O=C(c1ccco1)N1CCN(c2nc(C3CC3)nc3c2nnn3Cc2ccccc2Cl)CC1 | ? | -8% | ?
Nc1nonc1-n1nnc(C(=O)N/N=C/c2cccc(Cl)c2)c1CSc1ccc(Cl)cc1 | 6% | -3% | -3%
O=C(COC(=O)Cc1ccc(F)cc1)NC(=O)c1ccccc1 | 6% | 0% | -19%
CCNc1ccc(C(=O)OCC)cc1NC(=O)c1cc(S(=O)(=O)N2CCOCC2)ccc1C | -17% | -6% | 2%
COc1ccc(C(=O)N=c2sc3ccccc3n2C)cc1OC | 15µM* | -8% | ?
COc1ccc(NC(C)=O)cc1NC(C)C(=O)Nc1cc(C(F)(F)F)ccc1N1CCOCC1 (stereo not given) | ? | 1% | -18%
OCCN1CCN(Cc2ccc3ccccc3c2)CC1 | 1% | -9% | -4%
Cc1ccc2[nH]c(CSc3nnc(C)s3)cc(=O)c2c1 | -19% | 0% | -2%
CCOc1ccc(NS(=O)(=O)c2cc(C(=O)NCCCN3CCOCC3)ccc2C)cc1 | -4% | 0% | -5%
CCN(CCCNC(=O)CN(C)S(=O)(=O)c1cccc2nsnc12)c1cccc(C)c1 | ? | ? | ?
CC1(C)CC(NCc2ccncc2)CC(C)(C)N1 | -22% | -1% | 20%
CCOc1ccc(NC(=O)Cn2c(CCC(=O)O)ccc2-c2ccc(C)cc2)cc1 | ? | -9% | -17%
CC1CCC(=O)N(CCC#N)CC1 (stereo not given) | 1%&-7% | 2% | 5%&-7%
O=C(NC1CCCCC1)C(C1CC1)n1c(=O)c(-c2cc3ccccc3[nH]2)nc2ccccc21 (stereo not given) | ? | · | ?
CCN(C(=O)c1cn(CC)c(=O)c2cc(OC)c(OC)cc12)c1ccccc1C | ? | 0% | ?
O=[N+]([O-])c1cc(S(=O)(=O)N2CCCC2)ccc1NN=C1CCCC1 | ? | -6% | -19%
O=C(CCn1c(=O)c2cccn2c2ccc(F)cc21)NCc1cccc(F)c1 | ? | -14% | ?
CN(C(=O)c1ccccc1)C1c2c(ccc3ccccc23)OCC1CO (stereo not given) | ? | -5% | -27%
COc1ccc(-c2nc3cnc(N4CCNCC4)nc3n(Cc3ccc(F)cc3)c2=O)cc1 | -11% | 1% | 2%
N#C/C(=C\c1ccc(O)c(O)c1)C(=O)NCc1ccccc1 | ? | -10%&-12% | 30µM*
Cc1ccccc1NC(=O)[C@H](CSCc1ccccc1)N1Cc2ccccc2C1=O | ? | -9% | -17%
O=C(NC(=S)N1CCc2ccccc21)C1CCC1 | -16% | -4% | -3%
O=C(Nc1nccs1)c1cccc(NC(=O)C2CC2)c1 | ? | 2% | ?
Cc1ccc2cc(CCNC(=O)CCCc3ccccc3)c(=O)[nH]c2c1 | ? | 1% | -15%
Cc1cc(NS(=O)(=O)c2ccc(NC(=O)C(C(C)C)N3C(=O)c4ccccc4C3=O)cc2)nc(C)n1 (stereo not given) | 1% | -4% | -5%
COc1ccc(NC(=O)CCS(=O)(=O)c2ccc3c(c2)NC(=O)C(C)S3)cc1OC (stereo not given) | ? | -1% | ?
CC(=O)NC(CC(=O)NNC(=O)c1cc2ccccc2cc1O)c1ccccc1 (stereo not given) | ? | ? | ?
CCOc1ccccc1CNC(=O)C1CCN(C2=NS(=O)(=O)C(c3ccc(C)c(C)c3)=C2C)CC1 | -16% | -20% | 3%
Cc1cccnc1NC(=O)c1ccccc1-c1ccccc1C(=O)Nc1ncccc1C | 5% | 0% | -2%
COc1ccc(OC)c(C2CC(=O)N3CN(c4ccccc4)CSC3=C2C#N)c1 (stereo not given) | ? | 28µM* | ?
CCOC(=O)C1=C(C)Nc2sc(C(=O)c3ccc(C)cc3)c(N)c2C1c1ccc(C(=O)OC)cc1 (stereo not given) | ? | -8% | ?
COc1ccccc1CN1CC(C(=O)N2CCCCO2)CCC1=O (stereo not given) | 16% | -2% | -21%
O=C(O)CCn1c(=O)oc2cc(S(=O)(=O)N3CCCC3)ccc21 | -7% | 2% | 25%
COc1ccc(NC(=O)c2ccc(CN3CCN(c4ccccc4)CC3)cc2)cc1OC | ? | -1% | -25%

Compounds above that contain fluorine (4):
SMILES | TDP1 cell noCPT | KAT2A inh | DT40 TDP1 CPT
O=C(COC(=O)Cc1ccc(F)cc1)NC(=O)c1ccccc1 | 6% | 0% | -19%
COc1ccc(NC(C)=O)cc1NC(C)C(=O)Nc1cc(C(F)(F)F)ccc1N1CCOCC1 (stereo not given) | ? | 1% | -18%
O=C(CCn1c(=O)c2cccn2c2ccc(F)cc21)NCc1cccc(F)c1 | ? | -14% | ?
COc1ccc(-c2nc3cnc(N4CCNCC4)nc3n(Cc3ccc(F)cc3)c2=O)cc1 | -11% | 1% | 2%

Other compounds follow:
SMILES | TDP1 cell noCPT | KAT2A inh | DT40 TDP1 CPT
Cc1cc(C)cc(-n2c(SCC(=O)N3CCCCCC3)nc3c([nH]c4ccccc43)c2=O)c1 | 6% | 12% | 1%
O=C(CCNC(=O)C1CCN(S(=O)(=O)c2ccc(F)cc2)CC1)NCc1ccc(Cl)cc1 | -17% | -7% | -8%
CCn1c(SCC(=O)Nc2nc(-c3ccc(C)cc3)cs2)nnc1-c1ccccc1 | 18µM* | -27% | ?
CC(C(Sc1ccccc1N)c1ccccc1)[N+](=O)[O-] (stereo not given) | 3.7µM* | -19% | 3.7µM*
COc1ccc(Cn2c(CO)cnc2SCc2ccc(F)cc2)cc1 | 18µM* | -2% | ?
COC(=O)C1=C(C)N(C)C(C)=C(C(=O)OC)C1c1ccsc1 | ? | -3% | -2%
CC(C)(C)OC(=O)NCCCC[C@H](NC(=O)[C@H](Cc1c[nH]c2ccccc12)NC(=O)OCc1ccccc1)C(=O)O | 4% | 2% | 2%
COc1cccc(C2C(C(=O)Nc3ccc(C)cc3C)=C(C)Nc3c(C(=O)Nc4ccccc4)cnn32)c1 (stereo not given) | -24% | 2% | -11%
COCCCNC1=C(C#N)C(=O)NC(c2cccs2)S1 (stereo not given) | -3% | · | -4%
Cc1cc(C)c(C#N)c(SCCS(=O)(=O)c2ccc(Cl)cc2)n1 | ? | -25% | ?
N#Cc1ccc(-c2cccs2)nc1SCc1c(F)cccc1Cl | 0.65µM* | -9% | 0.82µM*
Cc1ccc(C(=O)Nc2cc3nn(-c4ccccc4)nc3cc2Cl)c(C)c1 | 1% | 1% | -1%
C=CC[C@@H](CC(=O)N[C@@H](CO)Cc1ccccc1)C(=O)N[C@H](C)COC(=O)[C@@H](CC=C)Cc1ccc(F)cc1 | -18% | -1% | -25%
CC(=O)OC1CC2(C)C(=O)CCC2C2CCc3cc(O)ccc3C12 (stereo not given) | -17% | 2% | -4%
Cn1c(-c2ccc(Br)cc2)cnc1NCc1ccc(C#N)cc1 | ? | -6% | ?
CC1CC(C)CN(C(C(=O)NC2CCCCC2)c2ccnc3ccccc23)C1 (stereo not given) | ? | · | ?
COCCn1cnc2c1c(=O)n(CC(=O)O)c(=O)n2Cc1ccccc1 | 6% | -14% | -2%
CCCCOc1ccc(C(=O)NCc2ccccn2)cc1 | -6% | -7% | -13%
O=C(NC(N1CCOCC1)C(Cl)(Cl)Cl)c1ccc(F)cc1 (stereo not given) | 7% | -3% | -5%
Cc1cc(C)c(C(=O)C(C)OC(=O)c2ccccn2)cc1C (stereo not given) | 5% | 4% | 0%
COc1ccc(N(CC(=O)N2CCc3ccccc32)S(=O)(=O)c2c(C)nn(C)c2C)cc1 | ? | 0% | ?
Cc1ccc(S(=O)(=O)Nc2nc(C)cc(NCCN)n2)cc1 | -1% | -17% | 0%
c1ccc(-n2cnc3ccccc32)cc1 | ? | -2% | ?
CCOc1cc(/C=N/n2cnnc2)ccc1O | 0% | 1% | 8%
COc1ccccc1C(=O)NCC(=O)n1nc(C)cc1C | -10% | 0% | 3%
COc1cccc(C(=O)c2c[nH]c(C(=O)NCCCN3CCOCC3)c2)c1 | -4% | 13% | -3%
O=C(CSc1ncnc2c1oc1ccccc12)N1CCN(c2ccccc2)CC1 | 29µM* | · | ?
COc1ccc(/C=C2\CCn3c2nc2ccccc2c3=O)cc1OC | ? | -1% | -6%
CCC(NC(=O)c1ccccc1NC(=O)c1ccccc1)C(=O)OC (stereo not given) | ? | -2% | ?
CC(=O)Nc1c(C)nn(-c2ccc([N+](=O)[O-])cc2)c1C | 15% | 3% | -4%
COc1ccccc1NC(=O)CSCc1cc(=O)c2c(C)cc(C)cc2[nH]1 | ? | 2% | 16%
COc1ccc(C2CC(c3ccc([N+](=O)[O-])cc3)=NN2C(=O)c2ccccc2)cc1OC (stereo not given) | ? | -3% | ?
CCOc1ccc(C2CC(c3cccc(C)c3)n3nc(N)nc3N2)cc1 (stereo not given) | -28% | -8% | ?
CSC(SC)=C(C(C)=O)C(=O)c1ccc(C)cc1 | ? | 1% | -2%
CN(C)c1ccc(C=c2c3cc(O)ccc3n3c2cc(-c2ccccc2)[n+]3C)cc1 | ? | · | 7.3µM*
COc1ccc(C(CNC(=O)c2cc3ccccc3cc2O)N2CCOCC2)cc1 (stereo not given) | ? | -4% | ?

Filtered by structure: those above with an NH in an aromatic ring (8)
SMILES | TDP1 cell noCPT | KAT2A inh | DT40 TDP1 CPT
COCCCN(C(=O)c1cc(Cl)nc2ccccc12)c1c(N)n(Cc2ccccc2)c(=O)[nH]c1=O | -4% | 2% | 8%
Cc1ccc2[nH]c(CSc3nnc(C)s3)cc(=O)c2c1 | -19% | 0% | -2%
O=C(NC1CCCCC1)C(C1CC1)n1c(=O)c(-c2cc3ccccc3[nH]2)nc2ccccc21 (stereo not given) | ? | · | ?
Cc1ccc2cc(CCNC(=O)CCCc3ccccc3)c(=O)[nH]c2c1 | ? | 1% | -15%
Cc1cc(C)cc(-n2c(SCC(=O)N3CCCCCC3)nc3c([nH]c4ccccc43)c2=O)c1 | 6% | 12% | 1%
CC(C)(C)OC(=O)NCCCC[C@H](NC(=O)[C@H](Cc1c[nH]c2ccccc12)NC(=O)OCc1ccccc1)C(=O)O | 4% | 2% | 2%
COc1cccc(C(=O)c2c[nH]c(C(=O)NCCCN3CCOCC3)c2)c1 | -4% | 13% | -3%
COc1ccccc1NC(=O)CSCc1cc(=O)c2c(C)cc(C)cc2[nH]1 | ? | 2% | 16%

(continued)
SMILES | TDP1 cell noCPT | KAT2A inh | DT40 TDP1 CPT
CC(=O)N(C(C)=O)c1c(N2CCOCC2)c2ccccc2oc1=O | 2% | -8% | -3%
CCCN(C(=O)Cn1ncc2c1-c1ccccc1OC2)c1cccc(C)c1 | 16µM* | 2% | ?
N=c1n(CCc2ccccc2)c2ccccc2n1Cc1ccccc1F | 5.2µM* | -6% | 7.3µM*
O=C(COC(=O)c1ccccc1Br)NC(=O)NCc1ccccc1 | 13% | -6% | -4%
O=C(NCCc1ccc(Cl)cc1)c1cnc2sc(N3CCCC3)nn2c1=O | 4.1µM* | -20% | 6.5µM*
O=C(COc1ccc([N+](=O)[O-])cc1)NC(=O)NC1CCS(=O)(=O)C1 (stereo not given) | -14% | -11% | -1%
O=C(NNS(=O)(=O)c1ccccc1)C1CCN(S(=O)(=O)c2ccccc2)CC1 | -5% | 4% | -24%
CC(/C=N/Nc1ncc(C)c(=O)[nH]1)=C\c1ccccc1 | -17% | -1% | 0%
CN(/C=C/C(=C/C=[N+](C)c1ccccc1)OCCCS(=O)(=O)[O-])c1ccccc1 | -4% | -1% | -21%
COc1ccccc1N1CCN(Cc2cc(COC(C)C)c3cccnc3c2O)CC1 | 4.6µM* | -5% | 4.6µM*
CCOC(=O)c1cccc(NC(=O)C2CCN(c3ncnc4c3nc3n4CCCCC3)CC2)c1 | ? | -5% | ?
CCOc1ccccc1NC(=O)C1C2C=CC(C2)C1C(=O)O (stereo not given) | -10% | -13% | 2%
Cc1ccc(C)c(NC(=O)C2CCCN(c3ncnc4onc(C)c34)C2)c1 (stereo not given) | 10µM* | -5% | 12µM*
COc1ccc(CCNS(=O)(=O)c2ccc3c(c2)OCCO3)cc1 | -18% | -2% | -23%

Screens deposited in PubChem BioAssay by National Center for Advancing Translational Sciences (NCATS).
